Yfh1-depleted yeast: mitochondrial function rescue without frataxin homolog – Friedreich's ataxia, plus single-dose screen, dose response (AID 1465); S. cerevisiae Yfh1-off respiration, WST-1 reduction, 72 h; higher fold induction means a stronger effect; 220,000 tested, 0.074% active; fold induction at 50 µM; hits with a dose series show EC50 in µM;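 active means fold induction of absorbance versus untreated yeast above a set limit, then at least 30% activation at any dose in follow-up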;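 further: activators that raise dye reduction in frataxin-depleted yeast; strong numbers were not always called active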
WT yeast gro inh: growth inhibition of WT yeast, mitochondrial fusion screen. mitochondrial fusion phenotypic screen, WT strain. inhibition, % at 10 µM. 190,000 tested, 2.1% active; in the data active means inhibition above about 58%; tested in S. cerevisiae
Dynein cargo inh: blocks dynein driven cargo transport along microtubules; AID 1381; z-score, hits read low; 3617.4 mouse cells, GR-EGFP nuclear translocation imaging; test concentration mostly 20 µM; stimulated with dexamethasone, 1 µM; stronger effect = lower value; 220,000 tested, 0.47% active;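 active means plate z-score of nuclear minus cytoplasmic receptor signal below a set negative limit, without overly bright fluorescence or cell loss, cut at about -3.5 in these data, passing the limit was not always enough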;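 further: z-score of nuclear minus cytoplasmic ring GR-EGFP intensity difference per well; some compounds called inactive have numbers as strong as hits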
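Schedule: 48 h induction, then 1 h compound, then 30 min agonist, 37 °C. Buffer or medium: tetracycline-free induction medium containing charcoal-stripped FBS. Reagent: 1.0 µM final dexamethasone stimulus. Evaluation: nuclear versus cytoplasmic GR-EGFP signal, averaged per well. Signal: high-content fluorescence imaging after fixation.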
NOD2 inhibition: inhibition of NOD2-driven NF-kB reporter – cell-based, luminescence, uHTS, HEK293 (AID 1566); HEK293 NOD2/NF-kB luciferase reporter, luminescence; higher % means a stronger effect; inhibition, % at 4 µM; hits with a dose series show EC50 in µM; 290,000 tested, 0.63% active; in the data active means inhibition above about 50%; further: many of its hits are not listed in these tables
Autophagy HCS: alters autophagy in cells. MEF GFP-LC3 puncta imaging; test concentration mostly 10 µM. calls only at 10 µM (by protocol). 190,000 tested, 0.98% active;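 active means percentage of spot-positive cells more than 3 SD above its plate mean, without a fluorescence outlier flag or 80% toxicity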;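 further: spot-positive cell cutoff set from DMSO-treated cells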
b-catenin transl: modulators of beta-catenin nuclear translocation | nuclear translocation activity, % at 5 µM | 190,000 tested, 0.3% active | HeLa beta-catenin nuclear translocation, immunofluorescence imaging | AID 1665;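 active means nuclear translocation activity above 50% at 5 µM, with a well cell count of 50 or more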;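 further: per-cell ratio of nuclear to cytoplasmic median beta-catenin stain intensity; plate controls were DMSO negative control for no effect and GSK-3 inhibitor IX positive control for full effect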
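System: Human HeLa cells, endogenous beta-catenin | Compound dosing: 5 µM primary, 0.02–20 µM confirmation | Timing: 24 h compound exposure at 37°C, 5% CO2 | Measured by: Fluorescence imaging of beta-catenin antibody stain plus DAPI | Read-out basis: % activation of per-cell nuclear versus cytoplasmic median beta-catenin signal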
MT stabilize HCS: microtubule stabilizers in HeLa cells; HeLa tubulin immunostaining HCS, 24 h; share of cells brighter than vehicle mean+2SD; % tubulin-high responders, % at 10 µM; AID 2205; 200,000 tested, 0.83% active;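 active means plate Z-score above 3 for both tubulin-high and condensed-nucleus cell shares, with cell loss under 80%, at 10 µM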;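 further: anti alpha tubulin signal scored within the nucleus-defined area of each cell; some results filed as inactive read as strong as hits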
Ins promoter up: MIN6 insulin promoter up-regulation | MIN6 insulin promoter-GFP reporter, high-content imaging; stronger effect = higher value | z-score at 5 µM | 190,000 tested, 0.3% active;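 active means z-score above 3 at 5 µM with at least 500 cells counted in the well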
Hep lipid drop: modulators of hepatic lipid droplet formation; AML12 mouse hepatocytes, oleate lipid droplets, BODIPY imaging; inhibition, % at 6.5 µM; 240,000 tested, 0.4% active;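 active means lipid droplet intensity inhibited by at least 50%, with more than 500 cells counted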
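material = mouse AML12 hepatocyte cell line, fixed after treatment | also added = 100 µM oleic acid challenge | doses = compound at 6.5 µM only | schedule = overnight exposure | technique = Image-based BODIPY and DAPI two-channel analysis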
WT yeast gro inh mutant strain: also measured in WT yeast gro inh; calls as there; inhibition, %; mitochondrial fusion phenotypic screen, mutant strain inhibition
Dynein cargo inh cytoplasmic EGFP: second read-out of Dynein cargo inh, no call of its own (marks repeat the call); z-score; measured here: cytoplasmic GR-EGFP intensity; stronger effect = higher value
Dynein cargo inh nuclear GR-EGFP: second read-out of Dynein cargo inh, no call of its own (marks repeat the call); z-score; measured here: nuclear GR-EGFP intensity;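 lower value marks the stronger effect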
Dynein cargo inh cell count: further read-out of Dynein cargo inh, marked with its call; z-score; measured here: cell count per field
Ins promoter up cell count: further read-out of Ins promoter up, marked with its call; cell count; measured here: cytotoxicity, nuclei count;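 total cells summed across four imaged fields per well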
Hep lipid drop cells 6.5 µM: second read-out of Hep lipid drop, no call of its own (marks repeat the call); cell count; measured here: cell count, cytotoxicity flag;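 cells counted across two imaged fields per well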
b-catenin transl cell count 5 µM: also measured in b-catenin transl; calls as there; cell count; measured here: cell count, cytotoxicity flag
MT stabilize HCS Hoechst-high %: further read-out of MT stabilize HCS, marked with its call; % Hoechst-high responders; measured here: nuclear condensation Hoechst responders;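 share of cells brighter than vehicle mean plus two SD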
MT stabilize HCS cytotoxicity %: second read-out of MT stabilize HCS, no call of its own (marks repeat the call); toxicity, %; measured here: cytotoxicity by cell density;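 0% = mean cell density of plate MIN control wells and 100% = no cells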
Autophagy HCS cell loss 18 h: second read-out of Autophagy HCS, no call of its own (marks repeat the call); toxicity, %; measured here: cell loss, nuclei count;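 cell loss after 18 h compound exposure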
* hit, by the source's call; i = inactive; x = not tested or not shown. The list is partial; the hit share may differ from the screen's.

mol,Yfh1-depleted yeast,WT yeast gro inh,WT yeast gro inh mutant strain,Dynein cargo inh,Dynein cargo inh cytoplasmic EGFP,Dynein cargo inh nuclear GR-EGFP,Dynein cargo inh cell count,NOD2 inhibition,Autophagy HCS,Autophagy HCS cell loss 18 h,b-catenin transl,b-catenin transl cell count 5 µM,MT stabilize HCS,MT stabilize HCS Hoechst-high %,MT stabilize HCS cytotoxicity %,Ins promoter up,Ins promoter up cell count,Hep lipid drop,Hep lipid drop cells 6.5 µM
CS(=O)(=O)N(CC(=O)Nc1ccc(S(=O)(=O)N2CCCC2)cc1)c1ccccc1F,i,-20,-7,0.11,-0.1,-0.18,0.48,24%,i,-4,-2.6,400,5.0,1.9,5.4,0.3,1242,2,740
CC(=O)NCC(=O)OCC(=O)c1ccc2ccccc2c1,i,-10,-3,-1.6,0.043,-0.8,0.6,4%,i,1,3.2,1124,1.2,0.7,1.7,x,x,13,796
COc1ccccc1Oc1nc(C)c(C(C)=O)cc1C#N,x,10,-5,0.97,0.19,0.57,-1.5,23%,i,1,-6.1,1134,2.4,1.7,3.5,-0.25,1244,-17,713
c1cc2c(nn1)CCc1nonc1-2,i,6,-3,-0.55,-0.22,-0.15,0.68,12%,i,3,-3.0,922,1.4,1.2,1.2,1.1,1160,x,x
O=C(COC(=O)c1ccccc1O)NCCC1=CCCCC1,i,-4,0,-0.97,-0.34,-0.0056,1,-10%,i,9,-0.1,1069,4.0,1.6,8.6,0.35,1236,5,702
N=c1c2c(-c3ccccc3)c(-c3ccccc3)n(Cc3ccco3)c2ncn1CCCN1CCOCC1,i,7,10,-0.64,-0.016,-0.38,0.67,-2%,i,9,6.9,773,44,1.1,23,-1.2,1148,13,684
CN(C)C(=O)NC(O)C(Cl)Cl (stereo not drawn),i,-15,-10,1.1,-0.12,0.7,-0.37,-2%,i,0,-1.2,1019,2.7,2.5,6.5,0.64,918,10,806
COC(=O)C1=NN(c2ccccc2)C2(S1)SC(C(C)=O)=C(C)N2c1ccccc1 (stereo not drawn),i,44,3,-0.36,-0.16,-0.37,0.17,7%,i,-3,-0.3,1302,2.1,1.7,5.6,-0.25,1523,x,x
CCOC(=O)c1c(C)oc2ccc(NS(=O)(=O)c3cccs3)cc12,i,7,-4,-0.14,-0.25,-0.32,0.52,-6%,i,3,x,x,0.9,0.7,8.3,x,x,6,799
Cc1cc2nc(-c3ccncc3)cc(C(F)(F)F)n2n1,i,-6,-8,0.0021,-0.23,-0.05,-0.064,-8%,i,-2,-0.3,1507,0.8,1.4,1.2,-0.85,1326,1,657
Cn1c(C(=O)Nc2ccc3c(c2)OCCO3)cc2c(=O)n(C)c3ccccc3c21,i,16,0,-0.12,-0.24,0.14,-0.012,20%,i,8,-5.2,1201,6.2,3.4,8.0,-2.9,918,x,x
CC(=O)Nc1ccc(NC(=O)C(=O)N/N=C/c2cccnc2)cc1,i,x,x,0.63,-0.22,1.4,-0.72,18%,x,x,-0.2,1286,x,x,x,0,1092,-16,834
CC1CCCCN1CC(=O)c1c(N)n(Cc2ccccc2)c(=O)n(C)c1=O (stereo not drawn),i,16,-25,0.29,-0.21,0.2,0.83,20%,i,-6,-1.9,1105,2.3,1.0,3.6,-0.37,1399,-8,654
CCOCCCNC(=S)NCCCNc1nc2cc3c(cc2cc1C#N)OCO3,i,2,-2,-0.73,-0.26,-0.22,0.36,9%,i,-3,0.1,1081,1.6,1.2,3.3,0.67,1862,17,655
CN(C)S(=O)(=O)c1cccc(NC(=O)COC(=O)c2ccc([N+](=O)[O-])o2)c1,i,-5,9,-0.49,-0.31,-0.48,0.81,10%,i,-18,1.6,925,5.1,1.7,5.6,x,x,3,594
CCOc1ccc(-c2cc3nc(C4CCN(C(=O)OC(C)(C)C)CC4)c(C(=O)O)cn3n2)cc1,i,-16,2,-0.73,-0.31,-0.024,0.65,5%,i,-43,-1.5,888,4.5,3.2,13,-0.28,1321,x,x
Cc1cc(C)c2sc(NNC(=O)C3COc4ccccc4O3)nc2c1 (stereo not drawn),x,2,-17,0.46,-0.24,1,-0.35,-6%,i,2,-4.0,573,6.2,2.3,9.3,0.29,1007,-6,651
COC(=O)[C@@H]1C[C@@]2(O)[C@H](O)[C@H](O)[C@H](O)C[C@H]2N1Cc1ccc(C(F)(F)F)cc1,i,x,x,2.6,-0.6,1.4,-1.7,3%,x,x,-1.0,1099,x,x,x,0.76,788,-17,675
CCOCCCN1CC(C(=O)NCc2ccc3c(c2)OCO3)CC1=O (stereo not drawn),i,3,3,-0.11,-0.3,-0.058,0.16,7%,i,-4,-1.1,1171,2.0,1.9,0.4,-0.06,1237,-2,735
O=C(NC(CC(=O)N1CCN(c2ccc([N+](=O)[O-])cc2)CC1)c1ccccc1)c1ccccc1Cl (stereo not drawn),i,-4,-9,0.036,-0.22,0.39,-0.14,-1%,i,10,x,x,2.6,2.7,15,-1.9,1133,-7,672
COCCCNC(=O)C1CCC(=O)N1Cc1ccccc1Cl (stereo not drawn),i,3,9,-0.19,-0.076,-0.24,0.19,2%,i,-9,1.0,1370,0.6,1.2,6.8,-0.37,1661,x,x
Cc1ccc(CNC(=O)c2ccc(-n3cccc3)cc2)cc1,i,-2,-7,1.1,-0.2,0.19,-0.29,4%,i,3,0.3,1131,5.4,2.1,2.4,0.1,1183,1,798
Cc1cc(C)c2[nH]c(=O)c(CN(CC3CCCO3)C(=S)NCc3ccco3)cc2c1 (stereo not drawn),i,-19,-4,-0.021,-0.013,0.04,0.59,-12%,i,0,-0.8,849,2.8,2.3,9.5,0.16,1367,10,593
CC1=C(C(=O)O)N2C(=O)C(NC(=O)c3nn(C)cc3[N+](=O)[O-])C2SC1 (stereo not drawn),i,-4,4,0.36,-0.28,-0.15,-0.18,21%,i,10,0.1,1561,4.2,1.7,2.9,-0.11,1481,1,719
COC(=O)N/N=C/c1cc(OC)c(O)c([N+](=O)[O-])c1,i,-3,-17,-0.2,-0.28,-0.34,-0.43,5%,i,-2,-1.1,933,4.8,3.6,1.2,0.63,1247,-1,622
CC(C)N(Cc1cnn(C)c1)Cc1nc(COc2ccccc2)no1,i,4,2,0.25,-0.21,0.38,0.033,2%,i,20,-0.8,1585,1.4,1.5,5.7,0.14,1705,-8,682
CCOC(=O)c1sc(NC(=O)c2ccccc2)cc1C,i,16,11,-0.67,0.47,-0.12,0.32,-86%,i,-22,x,x,2.1,1.4,24,0.34,951,-2,807
C/C(Cn1nnc([N+](=O)[O-])n1)=N\NC(=O)c1ccncc1,i,-13,-3,0.21,-0.29,0.12,0.2,24%,i,3,1.0,1078,2.1,2.0,1.5,-1.1,1095,-2,710
CCCN1CCN(C(c2cc3cc(OCC)ccc3[nH]c2=O)c2nnnn2C2CCCCC2)CC1 (stereo not drawn),i,-3,0,-0.56,-0.19,0.039,0.65,-15%,i,19,-3.1,961,3.0,1.7,10,-0.93,1096,x,x
COc1ccc(-c2ccc(SCC(=O)c3cccs3)nn2)cc1,i,18,24,1.2,-0.33,1,-0.59,-48%,i,10,-0.3,917,6.0,2.4,1.8,0.64,1613,13,689
COC(=O)CSc1cc(SCC(=O)OC)c(C#N)c(SCC(=O)OC)c1,i,10,24,-0.37,-0.078,0.4,0.2,4%,i,10,0.3,1374,7.1,1.7,7.1,-0.22,1497,x,x
CN(C(=O)C1CCCO1)c1nnc(-c2ccccn2)s1 (stereo not drawn),i,17,-13,-0.58,-0.18,-0.015,-0.37,-7%,i,1,-5.1,872,4.3,3.2,6.4,-0.5,1003,x,x
CCOC(=O)N1CCC(NC(=O)c2cc3c(-c4ccc(Cl)cc4)nn(C)c3s2)CC1,i,2,0,0.53,-0.02,0.69,-1.1,10%,x,x,-2.0,1164,5.1,1.7,5.4,0.27,1169,-13,725
CC(=O)Nc1ccc2c(CN3C(=O)NC(C)(c4ccc(C)cc4)C3=O)cc(=O)oc2c1 (stereo not drawn),i,-6,-9,0.1,-0.23,0.071,-0.27,2%,i,-8,-1.2,1168,2.3,2.1,10,-0.08,1164,15,674
CCOC(=O)C1(Cc2cccc(F)c2)CCN(Cc2cnn(CC)c2)CC1,i,4,-6,0.65,-0.18,0.26,0.11,10%,i,-21,-0.8,1020,3.2,0.7,7.2,-0.02,1443,-2,695

Among those listed so far, two have a CF3 group.
mol,Yfh1-depleted yeast,WT yeast gro inh,WT yeast gro inh mutant strain,Dynein cargo inh,Dynein cargo inh cytoplasmic EGFP,Dynein cargo inh nuclear GR-EGFP,Dynein cargo inh cell count,NOD2 inhibition,Autophagy HCS,Autophagy HCS cell loss 18 h,b-catenin transl,b-catenin transl cell count 5 µM,MT stabilize HCS,MT stabilize HCS Hoechst-high %,MT stabilize HCS cytotoxicity %,Ins promoter up,Ins promoter up cell count,Hep lipid drop,Hep lipid drop cells 6.5 µM
Cc1cc2nc(-c3ccncc3)cc(C(F)(F)F)n2n1,i,-6,-8,0.0021,-0.23,-0.05,-0.064,-8%,i,-2,-0.3,1507,0.8,1.4,1.2,-0.85,1326,1,657
COC(=O)[C@@H]1C[C@@]2(O)[C@H](O)[C@H](O)[C@H](O)C[C@H]2N1Cc1ccc(C(F)(F)F)cc1,i,x,x,2.6,-0.6,1.4,-1.7,3%,x,x,-1.0,1099,x,x,x,0.76,788,-17,675

Bioassay records deposited in PubChem BioAssay by several laboratories.
